# Compound activity (PubChem BioAssay)
# Pemphigus Ab inh: inhibitors of pemphigus antibody binding to DSG3, primary screen, biochemical, bead-based, flow cytometry, scFv-GFP | Desmoglein-3 (Homo sapiens), P32926 | DSG3-coupled beads, scFv-anti-DSG3-GFP binding; active compounds read low | binding (percent of control), % at 10 µM | hit rate 0.48% among 310,000 | AID 588358, 2011;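 active means binding more than 3 SD below its plate's average and above zero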;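 further: hits lower antibody fragment binding to DSG3; some compounds called inactive have numbers as strong as hits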
# HTR5A ag ctr: HTR5A agonists in luminescence cell assay, primary screen, counter-screen for OPRM1-OPRD1 heterodimer agonist project, full-deck HTS; 5-hydroxytryptamine receptor 5A (Homo sapiens), P47898; cell-based; activation, % at 9.3 µM; hit rate 0.61% among 340,000; in the data active means activation mostly above about 9.5%, no sharp cut-off; inactive means mostly below about 7.6%;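 further: 0% = cells with vehicle only and 100% = reference agonist; strong numbers were not always called active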
# Target sequence (P47898 whole entry, looked up): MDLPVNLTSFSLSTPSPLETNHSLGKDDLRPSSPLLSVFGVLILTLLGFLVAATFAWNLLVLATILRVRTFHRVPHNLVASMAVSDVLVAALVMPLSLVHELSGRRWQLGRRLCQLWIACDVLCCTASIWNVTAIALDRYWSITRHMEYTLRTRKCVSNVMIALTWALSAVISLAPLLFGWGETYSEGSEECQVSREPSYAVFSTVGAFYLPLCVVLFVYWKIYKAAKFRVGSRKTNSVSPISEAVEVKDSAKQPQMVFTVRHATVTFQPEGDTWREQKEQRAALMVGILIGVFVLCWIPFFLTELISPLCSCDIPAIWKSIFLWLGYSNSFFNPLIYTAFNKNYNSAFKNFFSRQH
# MOR-DOR ag: agonists of OPRM1-OPRD1 heterodimerization, primary screen, cell-based, luminescence; Mu-type opioid receptor (Homo sapiens) + Delta-type opioid receptor (Homo sapiens), …; cells; activation, % at 9.3 µM; hit rate 0.3% among 340,000; AID 504326, 2011; in the data active means activation above about 18%;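 further: 0% = vehicle-treated cells and 100% = reference agonist; values of inactives mirror those of a sister screen read the other way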
# Mot1-301 SUMO: yeast Mot1-301 growth rescue at high temperature, primary screen, SUMOylation pathway inhibitor project, S. cerevisiae, ATP luminescence, 38.5C. S. cerevisiae Mot1-301 growth rescue; percent above DMSO median, 100 means doubled. growth rescue, % at 18.8 µM. hit rate 1% among 320,000. AID 2716, 2010;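 active means every valid replicate shows activation above 250% relative to neutral control wells; inactive means the rest, any valid replicate at or below 250%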;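 further: OY570 slx delta 5 strain wells were the positive control but not used for scaling; some compounds called inactive have numbers as strong as hits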
# MOR-DOR inv ag: inverse agonists of MOR-DOR heterodimerization, primary screen, cell-based, luminescence; AID 504357, 2011; hit rate 0.21% among 340,000; cell-based MOR-DOR heterodimer luminescence, inverse agonism; inhibition, % at 9.3 µM; in the data active means inhibition above about 22%, passing the limit was not always enough;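 further: 0% = cells with DMSO and 100% = wells without cells with DMSO; values of inactives mirror those of a sister screen read the other way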
# PKA-R1A activ: activators of PKA-R1A holoenzyme, primary screen, biochemical, fluorescence polarization, Cy5-IP20, bovine R1A, mouse PKAc; hit rate 0.083% among 340,000; cAMP-dependent protein kinase type I-alpha regulatory subunit (Bos taurus) + …; activation, % at 11.4 µM; PKA-R1A dissociation; scaled: DMSO 0%, 113 µM cGMP 100%; AID 504707, 2011;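 active means percent activation above the mean of all tested compounds plus 3 SD, cut at about 19% in these data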;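 further: higher means more PKAc released from R1A so a rise in polarization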
# phage Ecoli inh: growth loss of phage-infected E. coli, primary screen, RecBCD inhibitor project, absorbance, with phage, HTS | inhibition, % at 11.9 µM | hit rate 0.26% among 360,000 | AID 651602, 2012; in the data active means inhibition above about 11%
# AddAB inh: growth inhibition of E. coli expressing H. pylori AddAB, primary screen, AddAB inhibitor project, absorbance. inhibition, % at 11.9 µM. hit rate 0.29% among 330,000; in the data active means inhibition above about 12%;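 further: 0% = vehicle wells of infected cells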
# PfHsp90 set2: growth inhibition of PfHsp90-expressing yeast, primary screen, antimalarial PfHsp90 inhibitor project, S. cerevisiae, BacTiter-Glo luminescence, single point, set 2. hit rate 0.32% among 310,000. inhibition, % at 9.4 µM. AID 504621, 2011. BacTiter-Glo ATP, 48 h; yeast lacking PDR1 and PDR3 efflux regulators;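 active means every replicate shows inhibition above about 80%, whatever the replicate mean, limit read from the data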;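 further: 0% = DMSO neutral controls and 100% = 20 µM radicicol positive controls; yeast relying on Plasmodium falciparum Hsp90 in place of its own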
# HTR5A inv ag: HTR5A inverse agonists in luminescence cell assay, primary screen, counter-screen for OPRM1-OPRD1 heterodimer inverse agonist project, full-deck HTS; 5-hydroxytryptamine receptor 5A (Homo sapiens), P47898; HTR5A cell line, inverse agonism; inhibition, % at 9.3 µM; hit rate 0.083% among 340,000; in the data active means inhibition mostly above about 23%, no sharp cut-off; inactive means mostly below about 18%;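 further: 0% = cells with DMSO and 100% = no-cell wells with DMSO; some compounds called inactive have numbers as strong as hits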
# Ecoli viability: E. coli V3065 growth inhibition, primary screen, counter-screen for AddAB inhibitor project, absorbance, OD600; hit rate 0.27% among 330,000; AID 449728, 2010; 18 h; inhibition, % at 11.9 µM;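 active means inhibition above the campaign's mean inhibition across all tested compounds plus 3 SD, cut at about 9.9% in these data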;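 further: uninfected addAB+ strain grown without phage in ampicillin broth; 0% = DMSO wells and 100% = ciprofloxacin 0.95 µg/ml wells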
# Numbers without * were called inactive; x = no result given.
SMILES,Pemphigus Ab inh,HTR5A ag ctr,MOR-DOR ag,Mot1-301 SUMO,MOR-DOR inv ag,PKA-R1A activ,phage Ecoli inh,AddAB inh,PfHsp90 set2,HTR5A inv ag,Ecoli viability
CCOc1ccc(N2CC(C(=O)N3CCCCC3)CC2=O)cc1 (stereo not given),95,0,-1.9,-16,12,0,-0.7,4.6,-14,1,0.6
O=C(Cc1ccccc1[N+](=O)[O-])NCc1ccc(Cl)cc1Cl,98,4,-0.6,17,4,13,5.4,2.1,-3,-12,2.0
CCOC(=O)C(NC(=O)Nc1cccc(C)n1)(OCC(F)(F)F)C(F)(F)F (stereo not given),x,11,0.3,292,-2,8,3.0,3.9,x,-29,-1.5
COc1ccc(-c2ccc(-c3noc(C)n3)c(OC)n2)cc1,103,2,1.6,-4,-9,1,2.6,1.5,-8,-9,0.9
CCOC(=O)C1=C(O)/C(=C\c2cc(C)n(-c3ccc(F)cc3)c2C)N=C1C,102,2,-1.6,-6,8,4,3.7,0.0,-51,-5,-2.4
CN(C)N=Nc1nc[nH]c1C(N)=O,100,-2,-1.9,-3,11,2,7.2,18*,-4,-13,12*
CCC(=O)N1CCN(c2cc3c(cc2F)c(=O)c(C(=O)O)cn3CC)CC1,82,-1,-2.7,39,15,-2,8.1,97*,-17,3,70*
Cc1ccc(C(=O)N/N=C\c2cccc(OC(=O)c3cccc(F)c3)c2)cn1,91,3,2.0,18,-16,-14,1.8,-0.2,-3,-9,-2.6
O=C(N/C(=C/c1ccc(Br)cc1)C(=O)N1CCCC1=O)c1ccco1,83,3,-2.4,7,15,-2,2.8,1.5,2,-17,-1.5
CC(C)CNC(=O)NC1C(NC(=O)NCC(C)C)N(C)C(=O)N1C (stereo not given),104,-3,-3.1,9,13,7,-1.5,5.6,11,15,-1.6
COc1ccc(COc2cc(-c3cccc(OC)c3)nc3ccc(NC(C)=O)cc23)cc1,95,4,-0.8,-4,4,-3,1.6,3.7,x,-17,0.8
CCC(=O)Nc1ccccc1C(=O)NC1CCCCC1,104,-5,-1.7,-2,9,-9,0.7,2.9,19,-4,1.1
COCCSc1nc(N)c(NC(=O)c2ccc(OC)cc2)c(=O)[nH]1,106,3,-1.1,-4,8,-6,5.7,-0.3,7,7,-1.2
O=C(O)CC/C(=C\c1ccc2c(c1)OCO2)c1nc2ccccc2s1,110,3,-2.1,-6,11,-10,3.2,1.2,-31,-8,0.1
CN1CCN(C(=O)CN(c2cccc(Cl)c2)S(=O)(=O)c2ccccc2)CC1,102,-5,0.4,2,-2,6,3.4,0.0,5,1,-5.4
CC(C)n1nnnc1SCC(=O)c1c(N)n(C2CC2)c(=O)[nH]c1=O,95,2,-4.6,31,18,-3,3.8,0.6,-7,-12,2.5
CNC(=O)CC1C(=O)N(Cc2ccccc2)C(=S)N1NC(=O)c1cccc(F)c1 (stereo not given),107,-1,-3.4,-2,18,-2,4.2,1.0,9,6,-0.1
C=CCOc1ccccc1C1NC(=O)NC(C)=C1C(=O)NCc1ccccc1 (stereo not given),98,1,-1.9,-15,10,-7,3.3,-0.8,-10,5,-0.8
COC(=O)c1cc(=O)n(Cc2cccs2)c(=NCc2cccs2)s1,100,2,-1.2,7,6,13,1.5,0.3,4,-10,-0.2
S=c1[nH]nc(-c2ccccc2)n1C1C=CCCC1 (stereo not given),104,11,-1.8,65,9,-2,0.8,-0.3,7,-29,1.2
O=C(Oc1cccc(-n2cnnn2)c1)c1ccccc1Cl,101,-1,0.3,-1,-1,-3,-3.4,0.3,15,2,0.7
O=C(CCNC(=O)c1ccccc1)Nc1ccc(S(=O)(=O)Nc2ncccn2)cc1,121,-4,-0.2,8,1,-4,3.3,-0.4,-7,15,-2.1
CC1CCCN(S(=O)(=O)c2ccc3c(c2)c(=O)nc2ccccn23)C1 (stereo not given),105,4,1.1,-7,-9,2,1.8,-1.5,-6,-12,-2.6
Cc1cc(NC(=O)CSc2ncccc2C(=O)O)no1,x,-3,-0.9,170,4,0,1.1,1.9,0,-29,1.3
Fc1cc(F)nc(NCc2ccccc2)n1,102,-1,-1.7,9,8,4,-1.1,x,-52,3,x
O=C(NCCc1ccccc1)c1cccc(NC(=O)C2CCC2)c1,99,5,-3.9,x,18,0,5.0,x,12,-19,x
COc1ccc2c(c1OC)C(=O)N1C2SC(C)(C)[C@H]1C(=O)NC1CC1 (stereo not given in full),102,1,-2.3,7,12,8,2.5,5.0,-22,3,-0.5
CSc1nc(-c2ccc(Cl)cc2)nn1S(=O)(=O)c1ccc(Cl)cc1,103,7,-2.7,14,11,-3,2.1,1.9,1,13,1.8
O=C(O)CCC(=O)Nc1nc(-c2ccccc2)cs1,105,-7,-2.2,-32,13,0,1.0,0.0,6,-21,0.2
O=C(O)CC12CC3CC(C1)CC(n1cncn1)(C3)C2,96,3,0.1,178,-1,-5,3.0,4.1,16,0,1.5
CC(C)C(=O)Nc1cccc(C(=O)OCC(=O)c2ccc(Cl)cc2Cl)c1,x,-2,-0.7,5,3,-4,2.7,1.0,x,6,-0.2
COCCCN(C(=O)c1ccco1)c1nc(-c2cc(OC)ccc2OC)cs1,91,3,2.5,-9,-13,2,2.0,3.3,11,-9,-0.5
CCCCOc1ccc(C(=O)N/C(=C/C=C/c2ccccc2)C(=O)O)cc1,98,-1,-2.4,2,14,7,2.7,-2.4,8,3,1.3
NS(=O)(=O)c1ccc(CCNC(=O)CNC(=O)Cc2cccc3ccccc23)cc1,92,-1,-1.6,-13,9,2,2.6,1.9,10,3,2.4
CN1C[C@@H]2C(c3ccc(C(F)(F)F)cc3)C3(c4cccnc4)CC2(C3)[C@H]1c1ccccc1 (stereo not given in full),102,17,2.9,15,-16,-2,2.9,1.6,7,-31,-1.5
Clc1cc(Cl)c(OCc2nc(-c3ccccn3)no2)cc1Cl,x,-5,2.2,21,-13,2,0.6,3.6,x,-9,-0.9
COc1ccc(Cc2nc3ccc(C(=O)NC(C)Cc4ncccc4C)cc3o2)cc1OC (stereo not given),104,2,-1.1,-4,8,1,1.4,-1.3,21,10,-0.9
CNC(=O)c1[nH]cnc1C(=O)N[C@@H](C)C(=O)OCc1ccccc1,107,-2,5.1,-10,-28,-8,3.3,0.6,-4,6,-2.7
COc1ccc(NC(=O)c2ccc(COc3ccccc3Br)o2)c(OC)c1,104,x,x,-7,x,x,2.4,0.9,x,x,0.3
CSc1ccc(C(=O)C2CCCN(C(=O)c3cccc(N4CCOCC4)c3)C2)cc1 (stereo not given),x,-2,-2.0,242,10,0,1.4,4.1,20,-30,3.4
O=C(COc1ccccc1F)Nc1nnc(C2CCCC2)s1,102,3,-1.9,73,10,-4,4.8,-0.1,-52,-9,-2.5
CCc1cc(=O)oc2cc(OC(=O)CN3C(=O)NC4(CCCC4)C3=O)ccc12,112,-2,-2.0,14,12,-8,4.9,6.2,3,8,0.4
Cc1ccc(C)n1-c1c(C(=O)NN)cnn1-c1ccccc1,x,-1,-1.8,-3,8,2,5.9,4.3,-1,2,0.8
CC(C)NC(=O)N(C)C[C@H]1Oc2c(NS(=O)(=O)c3cn(C)cn3)cccc2C(=O)N([C@H](C)CO)C[C@@H]1C,x,0,-0.8,-1,5,-3,0.9,5.8,11,-14,-1.5
CCOC(=O)C(CC)/C(C)=N\NC(=O)c1cccc(C)c1 (stereo not given),98,3,-1.7,-10,9,-9,4.1,0.6,-6,-14,-1.0
CC(C)CCOc1ccc(C(=O)NCCC(=O)N2CCOCC2)cc1,x,3,0.1,-19,0,-11,3.4,3.3,6,-19,1.8
O=C(Nc1ccc2nc3n(c(=O)c2c1)CCCCC3)c1c(F)ccc([N+](=O)[O-])c1F,116,-4,3.4,-1,-17,12,1.9,2.9,19,15,0.4
O=C(OCc1ccc(Cl)cc1Cl)c1cccnc1Cl,102,1,4.3,124,-23,6,3.2,-0.7,22,-22,-0.2
CCOC(=O)c1[nH]c2ccc(OC)cc2c1NC(=S)N1CCN(c2ccccn2)CC1,95,11,-1.0,923,5,2,1.2,9.3,-19,-9,4.7
CC(=O)c1cccc(NC(=O)COC(=O)CCC(=O)c2ccc(F)cc2)c1,94,8,0.3,70,-2,3,3.8,-2.0,8,-29,-1.5
CCC(=O)N1CCN(c2ccccc2NC(=O)COc2cc(C)ccc2C(C)C)CC1,102,-3,-0.5,21,3,-8,2.8,-1.8,-18,11,1.7
COc1ccccc1NC(=O)c1ccc(NC(=O)CN2C(=O)CN(C)C2=O)cc1,103,0,-2.2,71,10,-16,0.9,-0.3,x,1,0.1
Cc1ccc2ccccc2[n+]1CCCS(=O)(=O)[O-],98,1,0.2,-4,-1,-10,3.0,2.9,12,-28,-0.8
Cn1c(CNC(=O)c2ccc(F)cc2)cc2ccccc21,108,5,2.4,-4,-12,-11,4.3,-0.8,3,-52,1.2
Cc1ccc2cc(CN(CCCN(C)C)C(=S)NCc3ccccc3)c(=O)[nH]c2c1C,115,3,0.1,-5,0,-3,2.2,0.7,-14,11,0.3
C=CCOc1ccc(C2/C(=C(\O)c3ccc(F)cc3)C(=O)C(=O)N2CCCN(C)C)cc1 (stereo not given),108,4,1.5,305,-9,-1,1.0,-1.1,11,-4,-0.3
CN(C)/C=C/C(=O)c1ccc(C(F)(F)F)cc1F,100,5,-1.2,-26,6,-14,1.8,5.1,-2,-13,0.6
CC(C)NCC(O)(c1ccc(Cl)cc1)c1ccc(Cl)cc1,104,3,0.6,28,-3,6,3.9,4.2,-7,-21,3.7
O=C(CSCC(=O)Nc1nccs1)Nc1ccccc1,103,2,-1.8,-13,10,1,2.1,-1.5,33,-2,-2.7
O=C(CCc1ccccc1)Nc1c(F)c(F)c(F)c(F)c1F,103,6,-0.3,x,2,-13,-0.5,x,-2,-18,x
N/C(=N\OC(=O)CCC1CCCCC1)c1cccnc1,100,4,0.1,226,-1,-6,2.0,0.0,-16,11,0.0
CCN(CC)S(=O)(=O)c1ccc(Cl)c(NC(=O)COC(=O)c2nc3nc(C)cc(C)n3n2)c1,x,-1,1.0,-18,-4,-2,1.4,0.3,8,-7,0.7
